# Bioassay records from PubChem BioAssay.
# Insulin prom up = MIN6 insulin promoter up-regulation. MIN6 insulin promoter-GFP reporter, high-content imaging; active compounds read high. z-score at 5 µM. 0.3% of 190,000 active;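 active = z-score above 3 at 5 µM with at least 500 cells counted in the well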
# MT stabilize HCS = stabilizes microtubules in HeLa cells; AID 2205; HeLa tubulin immunostaining HCS, 24 h; share of cells brighter than vehicle mean+2SD; 0.83% of 200,000 active; % tubulin-high responders, % at 10 µM;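 active = plate Z-score above 3 for both tubulin-high and condensed-nucleus cell shares, with cell loss under 80%, at 10 µM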;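 also: anti alpha tubulin signal scored within the nucleus-defined area of each cell; some results filed as inactive read as strong as hits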
# Yfh1-depleted yeast = enhancers of respiration in Yfh1-depleted yeast, dose response, Friedreich's ataxia, plus single-dose screen (AID 1465) | S. cerevisiae Yfh1-off respiration, WST-1 reduction, 72 h; higher fold induction means a stronger effect | fold induction at 50 µM, or EC50 in µM where a hit was titrated | 0.074% of 220,000 active;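 active = fold induction of absorbance versus untreated yeast above a set limit, then at least 30% activation at any dose in follow-up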;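 also: activators that raise dye reduction in frataxin-depleted yeast; strong numbers were not always called active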
# P. falciparum M17LAP = P. falciparum M17LAP inhibitors, primary screen, biochemical, fluorogenic H-Leu-NHMec substrate, 1536-well (AID 1619) | 0.38% of 220,000 active | recombinant M17LAP, H-Leu-NHMec fluorogenic kinetic assay; higher % means a stronger effect | inhibition, % at 30 µM; hits with a dose series show IC50 in µM;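 active = compound inhibiting the enzyme by more than half at any dose during confirmatory dose-response retesting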;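 also: plate controls were full reaction with DMSO carrier for no effect and no enzyme background for full effect; strong numbers were not always called active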
# Dynein transport = dynein cargo transport inhibition; 3617.4 mouse cells, GR-EGFP nuclear translocation imaging; test concentration mostly 20 µM; stimulated with dexamethasone, 1 µM; active compounds read low; z-score, hits read low; 0.47% of 220,000 active; AID 1381;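 active = plate z-score of nuclear minus cytoplasmic receptor signal below a set negative limit, without overly bright fluorescence or cell loss, cut at about -3.5 in these data, passing the limit was not always enough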;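 also: z-score of nuclear minus cytoplasmic ring GR-EGFP intensity difference per well; some compounds called inactive have numbers as strong as hits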
#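 Medium: Induction medium lacking tetracycline, stripped serum | Probe or stimulus: 1.0 µM final dexamethasone stimulus | Schedule: 48 h induction, then 1 h compound, then 30 min agonist, 37 °C | Signal: Automated 10x imaging of fixed Hoechst-stained cells | Evaluation: Per-cell GR-EGFP intensity, nucleus versus surrounding cytoplasmic ring, well-averaged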
# NOD1 NF-kB reporter = NOD1 signaling inhibitors, primary screen, cell-based, luminescence, uHTS (AID 1578); NOD1-driven NF-kB luciferase reporter cells, luminescence; higher % means a stronger effect; one-dose inhibition, % at 4 µM; EC50 in µM for titrated hits; 1% of 290,000 active; in the data active = inhibition mostly above about 36%, no sharp cut-off; inactive = mostly below about 34%;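 also: HEK-293T reporter cells stimulated with the NOD1 agonist gamma-tri-DAP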
# NOD2 inhibition = NOD2 signaling inhibitors, cell-based, luminescence, uHTS, HEK293 (AID 1566). HEK293 NOD2/NF-kB luciferase reporter, luminescence; higher % means a stronger effect. one-dose inhibition, % at 4 µM; EC50 in µM for titrated hits. 0.63% of 290,000 active; in the data active = inhibition above about 50%; also: many of its hits are not listed in these tables
# bCat nuc transl = beta-catenin nuclear translocation modulation; HeLa beta-catenin nuclear translocation, immunofluorescence imaging; 0.3% of 190,000 active; nuclear translocation activity, % at 5 µM;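 active = nuclear translocation activity above 50% at 5 µM, with a well cell count of 50 or more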;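 also: per-cell ratio of nuclear to cytoplasmic median beta-catenin stain intensity; plate controls were DMSO negative control for no effect and GSK-3 inhibitor IX positive control for full effect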
#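 Assay system: human HeLa cells, native beta-catenin; doses: 5 µM primary, 0.02–20 µM confirmation; incubation: compound treatment 24 h, 37°C, 5% CO2; technique: fluorescence imaging of beta-catenin antibody stain plus DAPI; measure: % activation, nuclear-to-cytoplasmic median beta-catenin signal ratio per cell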
# Autophagy mod = autophagy modulation, high-content screen. AID 463193. MEF GFP-LC3 puncta imaging; test concentration mostly 10 µM. 0.98% of 190,000 active. calls only at 10 µM (by protocol);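 active = percentage of spot-positive cells more than 3 SD above its plate mean, without a fluorescence outlier flag or 80% toxicity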;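 also: spot-positive cell cutoff set from DMSO-treated cells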
# Dynein transport cytoplasmic EGFP = further read-out of Dynein transport, marked with its call; z-score; measured here: cytoplasmic GR-EGFP intensity; active compounds read high
# Dynein transport nuclear GR-EGFP = further read-out of Dynein transport, marked with its call; z-score; measured here: nuclear GR-EGFP intensity;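 lower value marks the stronger effect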
# Dynein transport cell count = recorded beside Dynein transport, whose call it bears; z-score; measured here: cell count per field
# Insulin prom up cell count = second read-out of Insulin prom up, no call of its own (marks repeat the call); cell count; measured here: cytotoxicity, nuclei count;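 total cells summed across four imaged fields per well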
# bCat nuc transl cell count 5 µM = also measured in bCat nuc transl; calls as there; cell count; measured here: cell count, cytotoxicity flag
# MT stabilize HCS Hoechst-high % = further read-out of MT stabilize HCS, marked with its call; % Hoechst-high responders; measured here: nuclear condensation Hoechst responders;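 share of cells brighter than vehicle mean plus two SD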
# MT stabilize HCS cytotoxicity % = second read-out of MT stabilize HCS, no call of its own (marks repeat the call); toxicity, %; measured here: cytotoxicity by cell density;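 0% = mean cell density of plate MIN control wells and 100% = no cells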
# Autophagy mod cell loss 18 h = further read-out of Autophagy mod, marked with its call; toxicity, %; measured here: cell loss, nuclei count;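 cell loss after 18 h compound exposure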
# * hit, by the source's call; i = inactive; · = not tested or not shown. Only part of the results is shown; the hit share may differ from the screen's.
SMILES,Insulin prom up,Insulin prom up cell count,MT stabilize HCS,MT stabilize HCS Hoechst-high %,MT stabilize HCS cytotoxicity %,Yfh1-depleted yeast,P. falciparum M17LAP,Dynein transport,Dynein transport cytoplasmic EGFP,Dynein transport nuclear GR-EGFP,Dynein transport cell count,NOD1 NF-kB reporter,NOD2 inhibition,bCat nuc transl,bCat nuc transl cell count 5 µM,Autophagy mod,Autophagy mod cell loss 18 h
COc1ccc(C(=O)COC(=O)C2CCC(=O)N2)cc1 (stereo not given),-0.06,1333,4.0,3.5,11,i,-4%,1.6,-0.15,0.87,-0.37,-23%,18%,-1.3,1011,i,-4
COc1cc(OC)c2c(C)cc(=O)oc2c1C(CCN1CCN(c2ccccc2)CC1)c1ccc2c(c1)OCO2 (stereo not given),·,·,·,·,·,i,-8%,0.86,-0.76,0.41,-0.37,-4%,-118%,0.4,1114,·,·
CC(=O)NC(CCS(C)(=O)=O)C(=O)Nc1cc(C)on1 (stereo not given),0.06,1173,4.8,1.5,3.8,i,·,0.74,-0.12,0.63,-0.78,-21%,11%,-3.3,1244,·,·
COc1ccc(Oc2nc(C)cc(C)c2S(=O)(=O)c2ccc(C)cc2)cc1,0.71,1458,1.8,1.6,8.7,·,0%,2.2,-0.16,1.9,-1.7,4%,14%,0.8,1363,i,-26
O=C(Nc1ccc(O)c2c(=O)cc(-c3cccc(Cl)c3)oc12)c1cccc(Cl)c1,0.7,704,·,·,·,i,10%,0.69,-0.71,0.27,0.034,-10%,-24%,1.2,1274,·,·
CN(C)CCC(=O)c1ccc2c(c1)OCO2,·,·,4.7,1.7,12,i,5%,-1.1,-0.33,-0.37,1.1,59%*,19%,-3.4,1142,i,-2
Cc1ccc(C)c(S(=O)(=O)NCCOC(=O)Nc2sc(=S)n(C)c2C)c1,0.89,856,1.0,1.5,7.7,i,-1%,-0.48,-0.37,0.051,0.25,-12%,-47%,0.0,1016,i,-4
Cc1cccc(N(CC(=O)NC2CCCC2)C(=O)CS(=O)CC(=O)Nc2ccc3c(c2)OCO3)c1 (stereo not given),-1.4,1336,3.1,2.8,15,i,3%,-0.55,-0.15,0.059,0.034,-14%,-3%,-8.0,1026,i,-15
Cc1ccccc1CN1C[C@@H]2C[C@@H](c3cn[nH]c3-c3ccc(F)cc3)N3CCC[C@@]23C1=O,·,·,3.9,2.6,9.8,i,-1%,0.22,-0.18,-0.0082,-0.49,-42%,-16%,1.1,1488,i,-4
CCCCn1c(SCC(=O)NCc2ccco2)nnc1-c1ccoc1C,-0.1,1316,3.1,2.5,5.5,·,22%,-0.9,-0.22,-0.44,1.6,-6%,11%,-5.9,1238,i,-18
CCCCCCP(=O)(O)c1ccccc1,-0.96,1252,2.1,1.9,6.5,i,7%,-0.82,-0.081,-0.49,1.6,-5%,4%,-2.9,982,i,-12
Nc1ncc(Br)cc1S(=O)(=O)NCCC(=O)N1CCN(c2ccccn2)CC1,0.15,1272,3.6,2.2,12,i,7%,0.4,-0.13,0.75,0.14,0%,17%,-2.3,583,i,-44
CCOc1ccc2nc(Cl)sc2c1,0.08,1198,1.5,3.4,3.9,i,0%,-0.14,-0.18,0.0033,0.24,-46%,4%,1.6,1060,i,14
C=CCN(CC=C)C(=S)Nc1cc(Cl)ccc1OC,-0.04,1681,4.1,1.8,9.2,i,-1%,-0.066,-0.18,0.21,0.063,-44%,-4%,-2.4,1064,i,11
OC(COc1ccc2ccccc2c1Br)Cn1ccnc1 (stereo not given),-2.2,1124,3.7,3.2,5.5,i,0%,0.19,-0.23,0.11,0.75,-34%,-1%,3.0,877,i,-6
COc1ccc(C(NC(=O)N2CC(C)OC(C)C2)C(Cl)(Cl)Cl)cc1F (stereo not given),-0.05,1497,5.3,2.1,2.8,i,-14%,-0.15,-0.28,-0.32,0.72,-2%,-4%,-0.7,1106,i,4
O=C(CCN1C(=O)c2ccccc2C1=O)Nc1cccnc1,·,·,2.2,1.4,4.6,i,12%,0.97,-0.21,1,-0.66,-29%,11%,2.7,527,i,-3
CCc1cc(C(=O)c2ccc(OC)cc2)c(NC(=O)CCC(=O)O)s1,·,·,·,·,·,i,8%,-0.34,-0.24,-0.23,-0.17,1%,9%,-3.6,1152,·,·
COc1cc(/C=C2\Oc3cc(O)ccc3C2=O)ccc1O,-0.11,951,·,·,·,i,4%,-0.84,-0.79,-0.18,0.54,-11%,-206%,-0.7,1201,·,·
CCOC(=O)Nc1ccc2c(c1)nc(CN1CCOCC1)n2C,-0.27,1824,2.3,1.8,1.8,i,-2%,2.6,-0.0062,2.8,-2.7,-27%,-8%,0.3,1034,i,3
CC(=O)NC1=NN(C(C)=O)C(c2ccc(F)cc2)S1 (stereo not given),-0.09,1512,5.3,2.5,6.3,i,-2%,0.35,-0.18,0.85,-1.2,-33%,-15%,-1.6,1021,i,-9
COc1cccc(OCC(=O)Nc2ccccc2-c2ccccc2)c1,-0.48,1580,1.6,1.1,2.1,i,·,-0.34,-0.31,0.15,0.52,44%,20%,3.0,929,i,-6
Cn1c(-c2ccccc2)cc2c3no[n+]([O-])c3ccc21,-0.97,597,37,6.8,33,i,-12%,-0.16,-0.21,-0.092,0.53,·,-43%,·,·,i,6
CCCCC(c1nnnn1CS(=O)(=O)c1ccc(C)cc1)N1CCN(c2ccccc2)CC1 (stereo not given),-0.7,1369,3.2,1.6,8.2,·,-16%,0.67,-0.26,0.49,0.83,5%,-1%,-0.5,1037,i,6
Cc1ccoc1C(=O)Nc1ccc(CC(=O)O)cc1,-0.75,801,1.7,1.3,12,i,3%,-0.21,-0.00037,0.35,-0.32,46%,31%,-1.2,1155,i,25
CCC1CCCCN1CCCNC(=O)C1CCN(S(=O)(=O)N2CCCCC2)CC1 (stereo not given),-0.43,1652,7.0,1.9,5.1,i,-3%,0.14,-0.1,0.052,0.41,41%,18%,1.0,1290,i,21
Cc1ccc(NC(=O)COC(=O)c2cc(-c3cccs3)nn2-c2ccccc2)cc1[N+](=O)[O-],-0.05,1139,4.4,2.5,7.8,i,8%,0.19,-0.28,0.93,0.21,35%,-5%,·,·,i,4
CNC(=S)N(CCc1c(C)[nH]c2ccc(C)cc12)Cc1ccc(OC)c(OC)c1,0.73,1324,3.3,3.3,8.2,·,-12%,-0.019,0.58,1.1,-0.99,12%,-13%,-0.6,529,i,-11
CC(C)(C)C(=O)CSc1nccc(=O)[nH]1,1.1,1558,6.6,3.8,6.3,i,-8%,-0.19,-0.17,0.0053,1,-8%,-8%,-4.2,896,i,4
Cc1cc(C(=O)NCCN2CCCCC2C)n(-c2ccccc2)n1 (stereo not given),·,·,3.4,3.2,9.4,i,-11%,0.46,-0.19,0.6,-0.012,-26%,2%,-2.9,1173,·,·
Cc1ccc(SCc2ccc(C(=O)N3CCCCC3)cc2)cc1,-0.24,1321,2.4,3.1,0.3,i,0%,-0.076,-0.24,-0.44,1,-47%,-20%,-0.1,1507,i,-6
O=C(NNC(=S)NC(=O)c1cccnc1)c1ccc(Cl)cc1,-0.9,1532,3.1,1.3,2.5,i,71%,2.6,0.53,0.9,-3,5%,-33%,-1.9,1315,i,5
Cc1ccc(NCN2C(=O)C3CC=C(Cl)CC3C2=O)cc1 (stereo not given),-0.88,995,2.7,1.1,7.4,i,-1%,1.5,-0.34,0.63,-0.83,-14%,8%,·,·,i,38
Cc1cc(N(CC(=O)NC(C)C)S(C)(=O)=O)ccc1Br,0.92,1235,3.6,3.3,11,i,10%,0.09,-0.24,0.17,0.41,5%,15%,-1.2,490,i,-10
O=C(O)C1CCCCC1C(=O)NCc1ccccn1 (stereo not given),-0.08,1620,6.8,1.4,6.0,i,-3%,1.1,-0.27,1,-0.6,-19%,23%,5.6,785,i,6
CCN1C(=O)c2c(C)nc3ccccc3c2C1=O,-1.1,1209,2.5,2.1,4.2,i,-4%,0.74,-0.24,0.28,0.34,-4%,1%,-0.2,1238,i,-9
CC(C)CCNC(=O)C(c1ccco1)N(CCCO)C(=O)Cn1nnc(-c2ccc(F)cc2)n1 (stereo not given),-0.06,1510,2.2,1.9,7.6,i,8%,0.15,-0.21,0.12,0.22,-7%,10%,0.4,950,i,-2
COc1ccccc1NC(=O)c1cc(Cl)ccc1NC(=O)c1ccco1,-1.3,1239,1.5,4.6,5.9,i,-2%,0.61,0.0036,0.53,0.24,-17%,5%,·,·,i,4
COc1ccc(NC(=O)c2ccc(NC(=O)C(C)C)cc2)c([N+](=O)[O-])c1,0.54,1405,2.6,2.4,6.1,i,6%,0.34,0.61,0.53,-0.46,-19%,30%,-2.4,1031,i,-7
Cn1cnc([N+](=O)[O-])c1NCc1ccccc1,-0.28,1081,·,·,·,i,15%,0.27,-0.098,0.17,-0.095,-13%,-7%,0.7,1294,·,·
CC(/C=C1\SC(=S)N(CCCC(=O)Nc2ccc(C(=O)O)cc2)C1=O)=C\c1ccccc1,·,·,2.1,3.1,1.9,i,46%,-0.92,-0.25,0.21,0.13,-13%,-5%,-0.2,977,i,19
